Source: PubChem
Akt phos inh: Akt phosphorylation inhibition; Neuro2A IGF-stimulated pAkt S473 HTRF, 20 min; stronger effect = lower value; activity change, % for hits at 50 µM; actives 0.32% (n = 360,000); in the data active = activity change below about -80%; inconclusive = mostly about -51% to -80%; note: % is set by controls: 0 for no effect and ±100 for the full control effect
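Single-point screen (50 µM final compound) in Neuro2A cells stimulated 20 min with 6 nM IGF at 37 deg C. After lysis, Ser473-phosphorylated Akt read by HTRF (ex 330 nm, em 615/665 nm) as the 665/615 ratio.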
GLP1R inv ag: GLP-1 receptor (human) inverse agonism; HEK293 GLP-1R CRE-luciferase, luminescence, 24 h; GLP-1R form is constitutively active; Potency, µM (top dose mostly 38.3 µM), inactives show at the top dose activity change, negative = inhibition, actives largely listed as inhibitors; actives 1.6% (n = 410,000); note: potency is the fitted concentration of half-maximal effect; % is set by controls: 0 for no effect and ±100 for the full control effect; nearly all actives have a fitted effect of over 55% in size
Target sequence (P43220 whole entry, looked up): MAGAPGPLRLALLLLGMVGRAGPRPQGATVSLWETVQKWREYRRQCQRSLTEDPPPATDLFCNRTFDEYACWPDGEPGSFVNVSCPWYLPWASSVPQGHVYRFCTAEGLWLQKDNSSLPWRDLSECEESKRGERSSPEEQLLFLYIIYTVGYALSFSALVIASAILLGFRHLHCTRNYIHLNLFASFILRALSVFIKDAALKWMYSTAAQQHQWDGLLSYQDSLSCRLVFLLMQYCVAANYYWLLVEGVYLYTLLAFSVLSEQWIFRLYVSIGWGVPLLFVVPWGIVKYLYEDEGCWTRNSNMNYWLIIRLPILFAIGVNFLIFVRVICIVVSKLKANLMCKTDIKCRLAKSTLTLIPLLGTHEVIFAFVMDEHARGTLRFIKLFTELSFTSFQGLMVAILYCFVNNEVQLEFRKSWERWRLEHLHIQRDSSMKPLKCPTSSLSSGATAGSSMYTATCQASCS
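Seeding at 200 cells/uL, 12 h culture, 24 hr compound treatment, then luciferase reagent and a luminescence read; cells are HEK293 stably expressing a constitutively active GLP-1R plus cAMP-responsive luciferase.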
DRD3 antagonist: blocks the human D3 dopamine receptor. D3R cells, DiscoveRx beta-arrestin luminescence, antagonist mode; stronger effect = lower value. max response, negative = inhibition, %. actives 2.5% (n = 360,000). AID 652054; in the data active = max response below about -50%; inconclusive = no clear call, values can overlap the other calls; note: % is set by controls: 0 for no effect and ±100 for the full control effect; mostly tested at two doses, the higher about 12 µM
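Cells expressing the human receptor were seeded at 1500 cells/well, incubated overnight at 37 degrees C in 5% CO2, then exposed to library compounds with dopamine controls for 90 minutes at 37 degrees C before luminescent detection.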
GLP-1R agonist: activates the human GLP-1 receptor | P43220 | HEK293 GLP-1R CRE-luciferase, luminescence, 4-6 h; cells express a hypersensitive GLP-1R form | Potency, µM (doses to about 45.6 µM), without a hit: top-dose activation, most hits filed as activators | actives 0.007% (n = 380,000) | AID 624172; note: potency is the fitted concentration of half-maximal effect; % of control where 0% means no effect
TDP-43 yeast inh: TDP-43 toxicity inhibition in yeast. TDP-43 expressing yeast growth rescue, BacTiter-Glo, 24 h. Potency, µM (titrated, usually from 46.1 µM), without a hit: top-dose growth rescue (activation), actives largely listed as activators. actives 1.8% (n = 410,000); note: potency is the fitted concentration of half-maximal effect; % of control where 0% means no effect; nearly all actives have a fitted effect of over 50% in size
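Yeast cells expressing TDP-43 under galactose induction are exposed to compounds for 24 hr at 30 deg C. BacTiter-Glo luminescence measures growth, so protective compounds score as activators.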
Abeta yeast res: compounds reversing amyloid beta toxicity in yeast | yeast expressing A-beta42, growth rescue, OD600, 48 h; response scale: 0% DMSO, 100% iron-clioquinol control | Potency, µM (top dose mostly 46.1 µM), for the others: top-dose growth rescue, most hits filed as activators | actives 0.063% (n = 410,000) | AID 1347071; note: potency is the fitted concentration of half-maximal effect; nearly all actives have a fitted effect of over 55% in size
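Growth rescue measured by 600 nm absorbance after 48 h yeast culture at 30 C with compound. Values normalized between DMSO and an equimolar ferric chloride plus clioquinol control.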
aSyn yeast inh: alpha-synuclein toxicity inhibition in yeast. Yeast expressing alpha-synuclein, growth rescue, BacTiter-Glo, 24 h. AID 652106. actives 0.14% (n = 370,000). Potency, µM (titrated, usually from 46.1 µM), without a hit: at the top dose growth rescue (activation), usual class: activators; note: potency is the fitted concentration of half-maximal effect; % of control where 0% means no effect; nearly all actives have a fitted effect of over 65% in size
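Rescue of yeast growth: cells expressing toxic alpha-synuclein, induced in galactose at OD600 0.02, incubated with compound 24 h at 30 C. ATP luminescence quantified growth; inhibitors of toxicity appear as activators.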
PTHR1 agonist: agonists of human PTHR1 parathyroid hormone receptor; HEK293 GP2 PTHR1 cells, GloSensor cAMP luminescence, 1 h; Potency, µM (highest dose often 115 µM), without a hit: at the highest dose activation, hits mostly activators; actives 0.075% (n = 410,000); AID 743266; note: potency is the fitted concentration of half-maximal effect; nearly all actives have a fitted effect of over 55% in size; some results filed as inactive show a strong effect at the top dose; inactives centre near -15; many of its hits are not listed in these tables
Target sequence (Q03431 whole entry, looked up): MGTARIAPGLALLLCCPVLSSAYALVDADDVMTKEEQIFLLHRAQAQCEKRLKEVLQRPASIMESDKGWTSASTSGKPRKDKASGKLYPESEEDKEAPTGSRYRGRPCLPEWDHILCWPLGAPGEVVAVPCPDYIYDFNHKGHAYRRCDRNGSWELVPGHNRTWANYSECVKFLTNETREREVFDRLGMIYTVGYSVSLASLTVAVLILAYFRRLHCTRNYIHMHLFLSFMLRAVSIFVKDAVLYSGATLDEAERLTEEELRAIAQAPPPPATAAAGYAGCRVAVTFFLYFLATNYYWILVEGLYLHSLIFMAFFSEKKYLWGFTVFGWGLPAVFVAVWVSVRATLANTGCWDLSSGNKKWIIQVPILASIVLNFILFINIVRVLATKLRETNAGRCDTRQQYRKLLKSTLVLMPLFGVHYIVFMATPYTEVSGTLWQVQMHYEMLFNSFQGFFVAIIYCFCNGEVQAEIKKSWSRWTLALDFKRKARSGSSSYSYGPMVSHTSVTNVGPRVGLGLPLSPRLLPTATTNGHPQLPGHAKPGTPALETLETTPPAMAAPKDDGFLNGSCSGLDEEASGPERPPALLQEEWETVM
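HEK-293-derived GP2 cells expressing PTHR1 and a GloSensor cAMP reporter, 3,000/well, plated overnight, given luciferin plus IBMX (each 0.5 mM as added) for 1 h at 37 °C, then compound for 1 h at 37 °C. Luminescence was read after 15 min at room temperature.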
FUS suppressor: FUS proteinopathy suppression in yeast; S. cerevisiae FUS-expressing, growth rescue, OD600, 24 h; Potency, µM (titrated, usually from 76.6 µM), for the others: at the highest dose growth rescue (activation), actives largely listed as activators; actives 0.24% (n = 390,000);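 note: potency is the fitted concentration of half-maximal effect; plate controls were DMSO vehicle for no effect and reference control for full effect; nearly all actives have a fitted effect of over 55% in size; some results filed as inactive show a strong effect at the top dose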
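Read-out: OD at 600 nm after 24hr at 30C, reporting rescue of FUS-induced yeast toxicity. Cells at OD 0.005 in galactose (2%) minimal medium; compounds tested in a dilution series; CP55940 titration from 92uM final as control.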
* marks the source's active call; other numbers are inactive results; i = inactive; ? = inconclusive; / = not tested or not shown; & = joins results of further samples; [ ] = another dose, or the depositor's remark. Unless noted, calls come from the whole dose curve; as a rule, active = well fitted curve in the direction sought with a large enough effect; inconclusive = small, poorly fitted or top-dose-only effect, or another doubt; inactive = no such curve, though single readings can be large; an effect the other way counts as inactive or inconclusive. The list is partial. The share of hits here may be higher or lower than overall.

item	Compound	Akt phos inh	GLP1R inv ag	DRD3 antagonist	GLP-1R agonist	TDP-43 yeast inh
1	CCc1nn2cc(C(=O)c3cc(C)ccc3O)cnc2c1-c1ccc(F)cc1	i	7%	1	-6%	-7%
2	Cc1ccc(N2C(=O)C3CCCN3C2=S)cc1Cl (stereo unspecified)	i	4%	4	-1%	?
3	COc1cc(OC)cc(C(=O)N2CCN(C3CCC(C)CC3)CC2)c1 (stereo unspecified)	i	?	3	-2%	/
4	CCOC(=O)C1CCN(S(=O)(=O)c2ccc(Cl)nc2)CC1	i	2%	1	0%	6%
5	Cc1csc(SCc2ccc(C(=O)O)cc2)n1	/	0%	2	-4%	1%
6	COc1ccccc1C(=O)Nc1ccnn1C1CCN(Cc2cc(C)c(C)cc2C)CC1	i	?	0	-16%	9%
7	CCOc1ccc(CNC(=O)CCS(=O)(=O)Cc2ccc(C)cc2)cc1OC	i	1%[0.307 µM]	-7	3%	3%
8	COc1ccc(NC(=O)CC2Nc3cc(C)c(C)cc3NC2=O)c([N+](=O)[O-])c1 (stereo unspecified)	i	21%	0	-2%	-8%
9	COCC(=O)N/N=C/c1ccc(Sc2nc3ccccc3s2)o1	i	71%[activator]	0	15%	28%
10	CCCCN(C(=O)c1[nH]c(C)c(C(=O)OCC)c1C)c1c(N)n(CCCC)c(=O)[nH]c1=O	i	22%	-14	10%	7%

item	Abeta yeast res	aSyn yeast inh	PTHR1 agonist	FUS suppressor
1	-7%	-6%	-18%	27%
2	28%	7%	-3%	0%
3	-2%	-1%	-2%	10%
4	9%	3%	i	-23%
5	9%	/	-23%	-9%
6	-4%	0%	-4%	/
7	8%	-2%	i	15%
8	-5%	-4%	-22%	-22%
9	2%	13%	i	-5%
10	0%	0%	-23%	15%

Along the list, quoted from above.
PTHR1 agonist for nos. 4–10 → i, -23%, -4%, i, -22%, i, -23%

Among those listed so far, these have an aryl thioether with sulfur outside any ring.
item	Compound	Akt phos inh	GLP1R inv ag	DRD3 antagonist	GLP-1R agonist	TDP-43 yeast inh
5	Cc1csc(SCc2ccc(C(=O)O)cc2)n1	/	0%	2	-4%	1%
9	COCC(=O)N/N=C/c1ccc(Sc2nc3ccccc3s2)o1	i	71%[activator]	0	15%	28%

item	Abeta yeast res	aSyn yeast inh	PTHR1 agonist	FUS suppressor
5	9%	/	-23%	-9%
9	2%	13%	i	-5%

Additional compounds:
item	Compound	Akt phos inh	GLP1R inv ag	DRD3 antagonist	GLP-1R agonist	TDP-43 yeast inh
11	COc1ccc(N2CCN(C(c3ccccc3)c3sc4nc(-c5ccco5)nn4c3O)CC2)cc1 (stereo unspecified)	/	-8%	/	/	16%
12	CC(C)Oc1cccc(NC(=O)C2(C)CCN2C(=O)C(C)C)c1 (stereo unspecified)	i	-16%	-6	-6%	20%
13	COc1ccc(OC)c(NC(=O)CCc2c(C)nc3c(-c4ccccc4)c(C)nn3c2C)c1	/	0%	/	1%	20µM*
14	CCCCOC(=O)c1ccc(NC(=O)CSc2nnnn2C)cc1	i	13%	2	6%	-17%
15	COC(CN(C)C(=O)C1CCC(CNS(=O)(=O)c2ccc(C)cc2)CC1)OC (stereo unspecified)	i	5%	6	3%	10%
16	O=C(Nc1cccc2nsnc12)c1ccc2c(c1)OCO2	i	24%	6	14%	-8%
17	CC(=O)c1cccc(NC(=S)N2CCN(S(=O)(=O)c3ccccc3)CC2)c1	i	5%	0	3%	-8%
18	CCOC(=O)c1cc(NC(=O)N(C(C)C)C(C)C)c(C)nc1C	i	-5%	-29	-1%	12%
19	COc1ccc(CCC(=O)NCCS(=O)(=O)N2CCN(c3ccc(OC)cc3)CC2)cc1	i	-11%	52	-6%	-2%
20	O=C(NCc1cccc(Cl)c1)c1cnc(N2CCOCC2)c2ccccc12	/	0%	/	/	0%

item	Abeta yeast res	aSyn yeast inh	PTHR1 agonist	FUS suppressor
11	21%	/	i	?
12	-10%	?	i	-9%
13	-2%	/	0%	?
14	-2%	1%	-1%	19%
15	-15%	-2%	-10%	-9%
16	-10%	-3%	-28%[57.5 µM]	-9%
17	0%	-2%	-21%	/
18	-7%	-5%	i	-24%
19	1%	-1%	-8%	-6%
20	29%	/	-5%	13%

item	Compound	Akt phos inh	GLP1R inv ag	DRD3 antagonist	GLP-1R agonist	TDP-43 yeast inh
21	CCn1c(SCC(=O)N2CCCc3ccccc32)nnc1-c1c[nH]c2ccccc12	i	2.5µM*	-51*	-4%	-3%
22	CCOC(=O)c1sc2c(c1C)C(c1cccs1)C1=C(CCCC1=O)N2 (stereo unspecified)	i	?	84	4%	4%
23	COc1ccc(CNC(=O)Cc2c(C)c3cc4c(C)coc4c(C)c3oc2=O)cc1	/	0%	/	/	14%
24	Cc1ccccc1Nc1c(-c2ccc(N3CCOCC3)cc2)nc2cccc(C)n12	/	-9%	/	/	?
25	CC(NC(=O)COC(=O)CCc1nc2ccccc2c(=O)[nH]1)c1ccccc1 (stereo unspecified)	i	10%[0.307 µM]	-2	-6%	4%
26	COc1ccc(Cn2c(/C=C/c3ccccc3)nc3ccccc32)cc1	i	0%	9	6%	27%
27	Cc1ccc(C)c(S(=O)(=O)NCc2ccncc2)c1	i	9%	30	1%	14%
28	CCCCOc1ccc(S(=O)(=O)N2CCN(C)CC2)cc1	i	-13%	-9	10%	-4%
29	COc1ccc(Cl)cc1NC(=O)C/C(C)=N/NC(=O)c1ccc(O)cc1	i	?	-16	-15%	14%
30	CC(C)c1cccc(C(C)C)c1NC(=O)OC1CCCCC1	i	10%	8	6%	?

item	Abeta yeast res	aSyn yeast inh	PTHR1 agonist	FUS suppressor
21	-18%	2%	-35%[inhibitor][57.5 µM]	3%
22	3%	3%	-17%[57.5 µM]	5%
23	2%	/	-22%	-19%
24	?	/	-32%[inhibitor]	23%
25	7%	1%	i	5%
26	-18%	-3%	-25%[57.5 µM]	37%
27	34%	2%	-35%[inhibitor]	-1%
28	6%	-7%	i	16%
29	16%	9%	i	34%
30	4%	1%	i	-18%

item	Compound	Akt phos inh	GLP1R inv ag	DRD3 antagonist	GLP-1R agonist	TDP-43 yeast inh
31	O=C(NCC(=O)N1CCN(S(=O)(=O)/C=C/c2ccccc2)CC1)c1ccc(Cl)cc1	i	-21%	-7	10%	-12%
32	S=C1SCN(Cc2ccccc2)CN1Cc1ccccc1	i	?	17	25%&2%	?
33	CCOc1ccc(NC(=O)Nc2ccc3nsnc3c2)cc1	i	?	-12	-1%	14%
34	CCc1ccccc1NC(=O)Cn1nc(N2CCN(c3ccccc3OC)CC2)ccc1=O	/	-24%	/	/	-8%
35	O=C(CSc1nc(-c2ccco2)cc(C(F)(F)F)n1)NC1CCCC1	i	2%	0	13%	5%
36	COCCn1c(SCC(=O)Nc2ccc(Cl)c(S(=O)(=O)N(C)C)c2)nc2ccccc21	i	?	12	-1%	6%
37	COc1c(C)oc2cc(O)ccc2c1=O	i	16%	2	-8%	1%
38	O=C(O)c1cc(NS(=O)(=O)c2cccc3nsnc23)cc(C(=O)O)c1	i	19%	-10	-1%	17%
39	CN1CCN(S(=O)(=O)c2ccc(C(=O)NC3CCCCC3)cc2)CC1	i	4%	?	2%	/
40	CCn1nc(NS(=O)(=O)c2ccc([N+](=O)[O-])cc2)c2cc3ccccc3nc21	i	3%	-17	-4%	-5%

item	Abeta yeast res	aSyn yeast inh	PTHR1 agonist	FUS suppressor
31	-15%	1%	-6%	17%
32	?	-12%	-7%	-7%
33	-13%	1%	i	-4%
34	-19%	/	i	24%
35	-3%	5%	-17%	-3%
36	-2%	-2%	-36%[inhibitor]	28%
37	2%	0%	i	-8%
38	2%	-1%	i	-24%
39	9%	4%	-3%	14%
40	6%	8%	i	3%

item	Compound	Akt phos inh	GLP1R inv ag	DRD3 antagonist	GLP-1R agonist	TDP-43 yeast inh
41	CCCNC(=O)C(C)n1nc(C)c2c(C)n(-c3ccccc3)nc2c1=O (stereo unspecified)	/	5%	/	/	9%
42	Cc1cc(Cl)n2nc(C)c(-c3ccc(Cl)cc3)c2n1	i	-2%[0.307 µM]	2	-24%	?
43	Cc1ccc(S(=O)(=O)N2[C@H](CC(=O)c3ccc(F)cc3)OC[C@@H]2C)cc1	i	-27%	9	/	0%
44	Cc1cccc(C)c1NC(=O)CNC(=O)C1CCCN(C(=O)c2ccc(Cl)cc2)C1 (stereo unspecified)	i	0%	-5	-6%	23%
45	COc1ccccc1Nc1nc2ccccc2[nH]1	i	1%	-13	-3%	0%
46	CC1(C)Cc2c(cnn2-c2ccccc2)C(NC(=O)CCCN2CCCC2=O)C1 (stereo unspecified)	i	0%	1	10%	11%
47	Cc1cnc(NC(=O)Cc2ccc(C)c(C)c2)s1	i	-19%	-5	24%	0%
48	COc1cc(OC)nc(NC(=O)CSc2nc3ccccc3o2)n1	i	0%	11	-8%	-9%

item	Abeta yeast res	aSyn yeast inh	PTHR1 agonist	FUS suppressor
41	-8%	/	i	-18%
42	-19%	-12%	-22%	2%
43	17%	11%	-34%[inhibitor]	20%
44	4%	3%	i	/
45	14%	2%	-8%	8%
46	-5%	3%	i	8%
47	30%	9%	-9%	2%
48	4%	2%	-11%[57.5 µM]	-2%

One compound at a time, as listed above. Values in the order: Akt phos inh	GLP1R inv ag	DRD3 antagonist	GLP-1R agonist	TDP-43 yeast inh	Abeta yeast res	aSyn yeast inh	PTHR1 agonist	FUS suppressor
COc1ccccc1Nc1nc2ccccc2[nH]1 in the list: i	1%	-13	-3%	0%	14%	2%	-8%	8%
CCCNC(=O)C(C)n1nc(C)c2c(C)n(-c3ccccc3)nc2c1=O (stereo unspecified) in the list: /	5%	/	/	9%	-8%	/	i	-18%
